Screening data deposited in PubChem BioAssay by Emory University Molecular Libraries Screening Center.
14-3-3 PPI: modulators of human 14-3-3 gamma - Raf peptide interaction | hit rate 0.19% among 160,000 | inhibition, % at 40 µM | FP, 14-3-3gamma / TMR-pS259-Raf peptide binding | P61981 | AID 422; in the data active means inhibition above about 30%;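 further: 0% = protein plus tracer without compound and 100% = blank with tracer alone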
Target sequence (P61981 whole entry, looked up): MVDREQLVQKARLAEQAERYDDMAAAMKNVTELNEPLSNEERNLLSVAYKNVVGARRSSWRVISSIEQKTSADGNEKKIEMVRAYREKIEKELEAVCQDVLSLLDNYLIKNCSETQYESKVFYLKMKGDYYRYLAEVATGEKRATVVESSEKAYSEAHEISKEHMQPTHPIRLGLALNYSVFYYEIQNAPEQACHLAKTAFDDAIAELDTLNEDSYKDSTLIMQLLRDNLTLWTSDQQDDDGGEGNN
* marks the source's active call; other numbers are inactive results; & = joins results of further samples. Not all compounds are listed; rates above refer to the full screens.

molecule,14-3-3 PPI
CCOC(=O)c1sc(=S)n(-c2cc(C)cc(C)c2)c1N,-5
O=C(O)c1ccc(-n2cnnn2)cc1,-3
COc1cccc(CNC(=O)CCn2nc(-c3ccccc3)ccc2=O)c1,-6
CC(=O)N1CCN(c2ccc([N+](=O)[O-])c(N3CCCCC3)c2)CC1,5
C=CCSc1nnc2c(n1)OC(c1ccco1)Nc1ccccc1-2 (stereo not given),-5
CCCCN(C)Cc1c(C)[nH]c2ccc(OCC)cc2c1=O,0
COc1ccc(Cn2nnnc2C(c2ccc(C)cc2)N2CCN(C3CCCC3)CC2)cc1 (stereo not given),0
C=CCNC(=O)CN1C(=S)NC(C)(C)CC1C (stereo not given),0
O=C(Cn1nc(-c2ccc3c(c2)OCCO3)ccc1=O)Nc1ccc(N2CCOCC2)cc1,-9
COc1ccc(S(=O)(=O)N2CCN(c3nc4ccccc4nc3-n3nc(C)cc3C)CC2)cc1,-9
CC(C)c1ccc(C2/C(=C(\O)c3ccc(F)cc3)C(=O)C(=O)N2CCCN(C)C)cc1 (stereo not given),0
CCC(=O)N1CCc2cc(S(=O)(=O)CCC(=O)Nc3cccc(C)n3)ccc21,-4
O=C1c2ccc(Oc3ccc([N+](=O)[O-])cc3)cc2C(=O)N1c1ccc(Br)cc1,-8
O=c1[nH]c(-c2ccccc2O)nc2ccccc12,-3
CCC1CCCCN1CCCNC(=O)C1CCC(Cn2c(=O)[nH]c3ccccc3c2=O)CC1 (stereo not given),-9
Cc1ncsc1CCSc1nc2ccccc2c(=O)n1C,6
CC(C)c1ccc(NC(=O)C(c2ccccc2)N2CCN(C=O)CC2)cc1 (stereo not given),-6
CCOC(=O)c1ccccc1NC(=O)Cn1c(-c2nonc2N)nc2ccccc21,-17
COc1cc(C2C3=C(CC(C)(C)CC3=O)OC3=C2C(=O)CC(C)(C)C3)cc(OC)c1O,-3
Cc1nc2c(-c3ccccc3)c(C)nn2c(C)c1CCC(=O)O,-5
O=c1cc(CSc2nnc(-c3cccs3)n2Cc2ccccc2)nc2sc3ccccc3n12,-24
Cc1ccccc1-n1c(=O)cc(N2CCC3(CC2)OCCO3)[nH]c1=O,-1
COc1cc(OC)cc(C(=O)NCc2n[nH]c(=S)n2-c2ccccc2)c1,-4&-7
COc1ccc(-c2cn3c(n2)CCC3)cc1,1
O=C(NCCc1ccc(Cl)cc1)c1cc(-c2cccnc2)nc2ccccc12,-4
CC(=O)N1N=C(c2ccc(C)c(Cl)c2)OC1(C)C,-9
CCOC(=O)N1CCN(C(=O)CN(Cc2ccccc2)S(C)(=O)=O)CC1,15
Cc1cccc(NC(=O)C(Cc2ccccc2)NS(=O)(=O)c2ccc(Br)s2)n1 (stereo not given),-4
CCc1cc(C(=O)N2CCOCC2)c(NC2=NS(=O)(=O)c3ccccc32)s1,-13
COc1ccc(N2CCN(C(=O)c3ccc(NS(=O)(=O)c4ccccc4)cc3)CC2)cc1,-1
Cc1ccc(CSc2nc3c(c(=O)[nH]c(=O)n3C)n2CC(N)=O)cc1,-4
COc1cccc2cc(C(=O)Nc3cccnc3N3CCOCC3)c(=O)oc12,-6
Cc1ccc(N2C(=O)c3ccc(C(=O)OCC(C)C)cc3C2=O)c(C)c1,-4
O=C(O)c1cc2cc(Cl)cc(Cl)c2oc1=O,8
COc1ccc(NC(=O)CCN2CCN(c3ccccc3)CC2)c(OC)c1,3
COc1cc(NC(=O)Cn2nc(C)c([N+](=O)[O-])c2C)cc([N+](=O)[O-])c1,-6
O=C(O)C1CC(=O)N(C2CCCCCC2)C1 (stereo not given),-1&1
Clc1ccc(Nc2nc(-c3ccncc3)nc3ccccc23)cc1,-37
COc1ccc(-c2nnn(CC(=O)N(CC(=O)NCCC(C)C)c3ccccc3)n2)cc1OC,-10
Cc1nnc(SCC(=O)c2ccc(S(=O)(=O)N3CCOCC3)cc2)n1-c1ccccc1,-14
Cc1ccc2nc(-c3ccc([N+](=O)[O-])cc3)cc(-c3ccccc3)c2c1,2
O=C(COc1cccc(Cl)c1)Nc1nccs1,-4
Cn1c(=NC(=O)c2ccc(S(=O)(=O)N3CCOCC3)cc2)sc2cc(Br)ccc21,-13
Cc1c(C(=O)NC2CCCCC2C)oc2ccc(S(=O)(=O)N3CCCCC3)cc12 (stereo not given),3
CCc1ccc2nc(N3CCC(C(=O)NC4CCCCC4C)CC3)sc2c1 (stereo not given),0
CCOc1ccccc1C1C(C(=O)OC)=C(N)OC2=C1C(=O)CCC2 (stereo not given),-9
CCN(CC)CCn1c(=N)n(CC(O)c2ccco2)c2ccccc21 (stereo not given),2
COc1cc(C2NC(=O)N(C)C(C)=C2C(=O)OCCC(C)C)cc(Cl)c1O (stereo not given),-7
Cc1ccc(NC(=O)C(C)N2C(=O)c3ccccc3C2=O)cc1C (stereo not given),-4
Fc1ccc(-c2nc(-c3ccc(Br)o3)no2)cc1,-6
Cc1ccc(C2/C(=C(\O)c3ccc(Cl)cc3)C(=O)C(=O)N2CCCn2ccnc2)cc1 (stereo not given),-1
COc1ccc(S(=O)(=O)CCC(=O)Nc2cccc([N+](=O)[O-])c2)cc1,-1
COCCOC(=O)c1c(C)oc2c1cc(NS(=O)(=O)c1ccc(Cl)cc1)c1ccccc12,-14
CC1(C)CC(n2c(SCc3ccccc3)nc3c(c2=O)C2(CCCC2)Cc2ccccc2-3)CCO1 (stereo not given),-6
COc1cc(NC(=O)c2cc3n(n2)C(C(F)(F)F)CC(c2ccccc2)N3)cc(OC)c1OC (stereo not given),-5
O=C1C2C3c4ccccc4C(C(=O)O)(c4ccccc43)C2C(=O)N1c1ccccc1Br (stereo not given),4

(listing goes on)
mol | 14-3-3 PPI
CCCNC(=O)C(CC)NS(=O)(=O)c1ccc(OC)cc1 (stereo not given) | 2&5
CCCCOc1ccc(C(=O)Nc2ccc3oc(-c4ccccc4F)nc3c2)cc1 | -21
CC(=O)Nc1ccc(S(=O)(=O)N2CCSC2c2ccc(Cl)cc2)cc1 (stereo not given) | 0
Cc1cc(=O)[nH]c(S/C=C/c2ccccc2)n1 | -8
CCOC(=O)c1cnc2cc(C(F)(F)F)ccc2c1N1CCCCCC1 | 8
O=C(Nc1nc(-c2cccc([N+](=O)[O-])c2)cs1)c1ccc(S(=O)(=O)N2CCCC2)cc1 | 4
O=C(Nc1ccccc1Cl)c1cc(S(=O)(=O)N2CCc3ccccc32)ccc1F | -14
CC(C)CCN1CC(C(=O)NCc2ccc(F)cc2)CC1=O (stereo not given) | -4
Cc1cc(C)c(C(=O)CC2(O)C(=O)N(CCc3ccccc3)c3ccccc32)c(C)c1 (stereo not given) | -3
CCOC(=O)C(C)Sc1ncnc2c1c(-c1ccccc1)cn2-c1ccccc1OC (stereo not given) | 5
Cc1cccc(NC(=O)Cn2cnc3c(cnn3-c3ccc(F)cc3)c2=O)c1C | 0
COCCn1c(N2CCN(c3ccc(OC)cc3)CC2)nc2c1c(=O)n(C)c(=O)n2C | 3
CS(=O)(=O)Nc1ccc(C(=O)NCC2CCCO2)cc1 (stereo not given) | -8
COc1cccc(-n2nc(C(=O)Nc3cc(Cl)c(OC)cc3OC)c3ccccc3c2=O)c1 | 2
CC(C)OC(=O)Cn1nc(C(F)(F)F)c2c1CCCC2 | -3
COc1ccc(N2CCN(c3nc(NC(C)(C)C)nc(N4CCCCC4)n3)CC2)cc1 | 0
O=S(=O)(c1cc(Cl)ccc1Cl)N1CCCCC1 | -4
O=C(O)C1C2C=CC(C2)C1C(=O)NC1CCS(=O)(=O)C1 (stereo not given) | -1
Cc1ccc(C2C(Oc3ccccc3C)C(=O)N2c2ccc(F)cc2)cc1 (stereo not given) | 3
CCOc1ccccc1N(CC(=O)O)S(=O)(=O)c1ccccc1 | 1
Cn1c(CNC(=O)C(C)(C)C)nc2ccccc21 | -1
O=C(CN1CCOCC1)Nc1c2c(nc3ccccc13)N(Cc1ccccc1)CC2 | -2
S=c1[nH]c(=S)c2c3c(sc2[nH]1)CCC3 | -60
CCOC(=O)N1CCC(NC(=O)C2=C(C)C(=O)OC23CCC(C)CC3)CC1 (stereo not given) | -3
O=C(Nc1nc2ccc3ccccc3c2s1)c1cccc(Cl)c1 | -2
CCOC(=O)c1cc2sccc2n1CC(=O)c1ccc2c(c1)OCCO2 | -5
CCCCc1ccc(NC(=O)CSc2nccn2-c2ccc(Cl)cc2)cc1 | 5
CN(CC(=O)Nc1ccccc1Br)S(=O)(=O)c1cccs1 | -2
O=C(CCCC(=O)Nc1ccc(I)cc1)Nc1ccc(I)cc1 | -35
COc1cc(C(c2c(C)[nH][nH]c2=O)c2c(C)[nH][nH]c2=O)ccc1O | -4
CCn1c(=O)c(C(=O)Nc2c(C)cccc2C)c(O)c2ccccc21 | 12
O=C(NCc1ccco1)c1cc(S(=O)(=O)N2CCOCC2)c(Cl)cc1Cl | 13
CCOc1cc(C#N)c(NC(=O)CSc2nnnn2-c2ccc(OC)cc2)cc1OCC | -7
CC1CCCN(C(=O)c2cccs2)C1 (stereo not given) | -8
CN(C)CCOC(=O)c1c[nH]c2ccccc12 | -15
COc1ccc(CNS(=O)(=O)c2ccc3[nH]cc(C(=O)O)c(=O)c3c2)c(OC)c1 | -7
CCN(CC)C(=O)CSc1ncnc2c(-c3cccs3)nsc12 | -65
O=C(c1cc2nc(-c3ccc(Br)cc3)cc(C(F)(F)F)n2n1)N1CCCC1 | -4
Cc1cc(=O)n(C)c(=O)n1CCCCCN1CCCC1 | 7
COc1ccccc1NC(=O)C1=C(C)NC(=O)NC1c1cccc([N+](=O)[O-])c1 (stereo not given) | -7
Cc1ccc(CN2C(=O)c3ccccc3C2C(=O)NC2CCCCCC2)cc1 (stereo not given) | -2
COc1ccc(N(CC(=O)N2CCCC(C)C2)S(=O)(=O)c2c(C)nn(C)c2C)cc1 (stereo not given) | 0
O=C(C[n+]1ccccc1)c1ccc(NC(=O)c2ccccc2)cc1 | 3
O=C(O)CC(NS(=O)(=O)c1cccc2nsnc12)c1ccc(F)cc1 (stereo not given) | -1&0
CCn1cc(C(=O)NCCN2CCOCC2)c2c3ccccc3n(C)c2c1=O | 5
Cc1ccc(Cn2ncc3c(N4CCN(c5ccccc5C)CC4)ncnc32)cc1 | -11
O=C(COC(=O)c1ccc2c(c1)C(=O)N(c1cccc(Cl)c1)C2=O)c1ccc([N+](=O)[O-])cc1 | 1
CC(C)OC(=O)c1cccc(C(=O)OC(C)C)n1 | -5
O=C(CSc1ccc2nnc(-c3ccncc3)n2n1)Nc1ccc2c(c1)OCCO2 | -1
O=c1c2ccccc2nc(SCc2cccc(Cl)c2)n1Cc1ccc2c(c1)OCO2 | -9

(listing goes on)
mol | 14-3-3 PPI
O=S(=O)(c1ccccc1)c1nc(Cc2ccccc2)oc1N1CCCCC1 | 5
Cc1cccc2nc(=S)n(C(=O)c3ccc(F)cc3)n12 | -2
CCCCCC(=O)N(CN1C(=O)CCC1=O)c1ccccc1 | 0
NC(=O)c1cc2cc(Br)ccc2oc1=Nc1ccc(F)cc1 | 0
CC1=C(C(=O)OC(C)C)C(c2cn(-c3ccccc3)nc2-c2ccc(S(=O)(=O)N(C)C)cc2)NC(=O)N1 (stereo not given) | -10
Cc1ccc(C(C)C)c(Oc2cc(NC(=O)Cn3nc([N+](=O)[O-])c(Br)c3C)cc([N+](=O)[O-])c2)c1 | -44
O=C(O)CCCCN1C(=O)c2ccccc2C1=O | -1
CC(=O)NCCNC(=O)c1oc(=O)c2ccccc2c1-c1ccc(C)cc1 | -13
COc1ccccc1NC(=O)c1oc2ccc(C)cc2c1C | -7
O=C(c1cnc2sccn2c1=O)N1CCN(c2ccccc2)CC1 | -3
CC1(C)Cc2nc3sc4c(=O)[nH]cnc4c3cc2CS1 | -8&-18
Cc1[nH]cnc1CSCCN | -8
CCOc1ccc(S(=O)(=O)NCC2CCCO2)c2cccnc12 (stereo not given) | -9
CCCCOC(=O)c1[nH]c(C)c(C(=O)OC)c1C | 5
CC(C)OCCCNC(=O)c1cc(-c2ccc(Br)s2)nc2ccccc12 | -1
CCOC(=O)CSc1nc2c(sc3ccccc32)c(=O)n1CCCN1CCOCC1 | -2&-1
COc1ccc(C(=O)CC(=O)C(=O)NCCc2ccccc2)cc1 | -7
Cc1nnc(SCC(=O)Nc2ncc3c(n2)CCCC3=O)s1 | -6
COc1cc(Cl)ccc1Nc1ncc(C(=O)N2CCN(c3ccccc3F)CC2)c2ccccc12 | 3
COc1ccc2c(c1)c1c(n2C(C)=O)C(OC(C)=O)=NCC1 | -3&-2
CC(=O)N(c1ccc(C2CCCCC2)cc1)c1nc(C)cc(C)c1C#N | -4
Cn1c(CCN2CCCCC2)nc2cc(NS(=O)(=O)c3ccc(F)cc3)ccc21 | -7
CC(C)=CC(=O)Nc1ccccc1Br | 10
Cc1ccc2nc(NC(=O)CCN3C(=O)C4C5C=CC(C5)C4C3=O)sc2c1 (stereo not given) | 8
